Assay outcomes deposited in PubChem by University of Kansas High Throughput Screening Laboratory.
mHTT CaM bind – disrupts binding of mutant huntingtin to calmodulin | P42858 | AlphaScreen His-mHTT/GST-CaM binding, luminescence | inhibition, % at 15 µM | 3.6% of 190,000 active;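 further: 0% = both proteins with DMSO and 100% = one protein alone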
Pf apPOL inh – Pf-apPOL DNA polymerase inhibition. Recombinant Pf-apPOL, molecular beacon fluorescence, 1.5 h. inhibition, % at 10 µM. 0.25% of 210,000 active. AID 1794808
The depositor's hits bear a star; · = no result given; & = joins results of further samples. No stated cut-off is given here; in the data, active means inhibition above about 50%; inactive means the rest.

SMILES,Pf apPOL inh,mHTT CaM bind
COc1cccc2cc(C(=O)Nc3ccccc3)c(=Nc3ccc(C#N)cc3)oc12,1,-7
Cc1cccc(NC(=O)C(Cc2ccccc2)NS(=O)(=O)c2cccs2)n1 (stereo not drawn),-10,5
CCN1CCCC1CNC(=O)c1cn(C)c(=O)c2cc(OC)c(OC)cc12 (stereo not drawn),4,3
C=CCn1c(N)c(C(N)=O)sc1=S,3,-3
N#CCCn1cc(C=O)c(-c2ccc(-c3ccccc3)cc2)n1,4,12
COc1ccc(S(=O)(=O)N2CCN(c3ccc(Nc4ccccn4)nn3)CC2)cc1C,-4,1
CCOc1ccc(N2C(=O)CC(NCCc3ccc(S(N)(=O)=O)cc3)C2=O)cc1 (stereo not drawn),-6,-2
CCC(=O)Nc1ccc(C(=O)Nc2cccc(C(=O)NC(C)(C)C)c2)cc1,10,13
CCn1c(C2CCN(C(=O)Nc3ccc(C)c(C)c3)C2)nc2cccnc21 (stereo not drawn),-2,7
Cc1ccc(C)c(OCC(=O)Nc2ccccc2C(N)=O)c1,5,-5
CCC(=O)Nc1cccnc1-c1ccc(C(=O)Nc2cccc(OC)c2)cc1,0,-4
CCC(C)NS(=O)(=O)c1cccc2cccnc12 (stereo not drawn),-4,-4
O=C1NCCCn2cc(S(=O)(=O)Nc3ccc(C(F)(F)F)cc3)cc21,2,-1
CCC(Sc1nc2ccccc2c(=O)n1C1CCCC1)C(=O)NCc1cccnc1 (stereo not drawn),-16,-1
CCN(CC)CCSc1nc(O)c(CCC(C)C)c(=O)[nH]1,-4,1
O=C(Nc1ccc(-c2nc3ncccc3o2)cc1)c1ccccc1F,0&-2,-7&2
Brc1ccc(NC2=Nc3ccccc3SC2)cc1,7,9
Cc1ccc(OCCCCn2ccnc2)cc1C,-9,5
CCc1cccc(N(C)C(N)=Nc2cccc3ccccc23)c1,-10,·
Cc1nn2c(=O)/c(=C/c3cccc(F)c3)sc2nc1=O,-1,1
O=C(CCCCCN1CCN(c2ccccc2-c2ccccc2)CC1)NC1CCCc2ccccc21 (stereo not drawn),-9,·
Cc1cccc(C(=O)N2CCc3c(c(-c4nc(C5CC5)no4)nn3C)C2)c1,1,16
COc1cc(COc2ccc3c(C)c(CC(=O)O)c(=O)oc3c2C)cc(OC)c1OC,-4,42
Cc1cc(N2CCC(C(=O)NCc3ccc4c(c3)OCO4)C2=O)ccc1Cl (stereo not drawn),-1,7
COc1ccc(C2CCCN2C(=O)Nc2cc(C)cc(C)c2)cc1 (stereo not drawn),0,-9
O=C(NC(Nc1ccc(Cl)cc1)C(=O)c1ccccc1)c1ccccc1 (stereo not drawn),-2,4
COc1cc(C=NN=C2NC(=O)CCS2)cc(OC)c1,2,·
Cn1nc(-c2nc(C3CC3)no2)c2c1CCN(C(=O)c1ccc(F)c(F)c1)C2,-2,-6
COC(=O)C1CN(Cc2ccc(F)cc2)CCS(=O)(=O)N1Cc1ccc(C(F)(F)F)cc1 (stereo not drawn),-3,69*
CC(=O)C(Sc1ncccn1)C(C)=O,3,·
S=c1[nH]nc2ccccn12,-3&4,·
COc1cc(C)nc(N(C)S(=O)(=O)c2ccccc2Cl)n1,0,-11
O=C1c2cccc([N+](=O)[O-])c2C(=O)N1CNc1ccc(Cl)cc1Cl,18,24
COc1ccc(C2SCCN2C(=O)c2cccc([N+](=O)[O-])c2C(=O)O)cc1Br (stereo not drawn),-2,0
O=C(Nc1ccc2c(c1)OCCO2)c1cccc(C(=O)Nc2ccc3c(c2)OCCO3)n1,-4,1
O=C(c1ccc(OCC2CCCN2C(=O)Cc2ccc(F)cc2)cc1)N1CCOCC1 (stereo not drawn),-2,10
Nc1c(C(=O)NCc2cccs2)nnn1-c1ccccc1,-8,-5
O=C(CN1CCN(CC(=O)Nc2ccccc2F)CC1)Nc1ccc2c(c1)OCO2,-1,0
COc1ccc(CN2CCC(C(=O)NCc3ccccc3Cl)CC2)c(OC)c1,-5,-1
CN1C(=O)C2(CCN(S(=O)(=O)c3cccc(F)c3)C2)c2ccccc21 (stereo not drawn),-2,-7
Cc1ccc(Cl)cc1NC(=O)N1CCCC1c1c(C)noc1C (stereo not drawn),-4,-1
CCOc1ccc(CNC(=O)C2CCN(S(=O)(=O)N3CCCC3)CC2)cc1OC,-9,-4
CCCOC(=O)c1ccc(Oc2c(C)oc3cc(OCC)ccc3c2=O)cc1,-2,-2
Cn1cc(C(=O)N2N=CCC2(O)C(F)(F)F)cn1 (stereo not drawn),·,4
Cc1ccc(-c2csc(-c3ccc(Oc4ccc(C(F)(F)F)cn4)cc3)n2)c(C)c1,-6,·
CCOc1ccc(-n2c(=O)c3sccc3n(CC(=O)Nc3cccc(OC)c3)c2=O)cc1,-13,-2
O=[N+]([O-])c1ccc2c(c1Nc1ccccc1C(F)(F)F)=NC1(CCCCC1)N=2,-6,14
O=[N+]([O-])c1cccc(C=NCCc2ccncc2)c1,-7,-5
Cc1ccc(OCc2ccc(C(=O)Nc3cccc([N+](=O)[O-])c3)o2)cc1,-6,-4
Cc1ccc(N=C2C(=O)N(CN3CCCCC3)c3ccccc32)cc1C,-2,49
O=C(O)c1ccc(N2C(=O)C3C4CC(C(Br)C4Br)C3C2=O)cc1 (stereo not drawn),1,-5
Cc1cc(=O)n(CC(=O)Nc2ccccc2Cl)c(N2CCCCC2)n1,1,-18
O=C(NCCc1ccc(Cl)cc1)C1CCN(S(=O)(=O)N2CCCCC2)CC1,-16,-7
COC(=O)Cn1cnc2c(-c3cc(C)ccc3C)csc2c1=O,-1,-9
CN/C(=C\[N+](=O)[O-])NCCSCc1ccc(CN(C)C)o1,-9,·
CC(=O)c1ccc(-c2ccc(F)cc2F)o1,-10,·
O=C(CN1CCOCC1)Nc1sc2c(c1C(=O)Nc1ccc(Cl)cc1)CCC2,0,0
COc1cc2c(cc1OC)C1=CC(=O)C(=O)N1C(C)(C)C2,-4,20
COc1ccc(/C=C/C(=O)Nc2c3c(nn2-c2cccc(C)c2C)CS(=O)(=O)C3)cc1OC,-3,17
CC1Cc2nc(SCC(=O)Nc3ccc([N+](=O)[O-])cc3)n(C)c(=O)c2S1 (stereo not drawn),-5,3

Further results:
SMILES,Pf apPOL inh,mHTT CaM bind
CCc1c(O)nc(SCC(=O)Nc2ccc(OC)cc2)n(-c2ccccc2C)c1=O,-3,0
CCOc1ccc(N=Cc2ccc(N(CC)CC)cc2O)cc1,2,7
O=C(c1cccc2c1-c1ccccc1C2)N1CCCCC1,-6&-7,·
O=C(c1cc2n(n1)CCCN(Cc1ccccc1)C2=O)N1CCN(C2CCCCC2)CC1,-3,-3
O=[N+]([O-])c1ccc(O)c(C2=NNC(c3ccc(Cl)cc3)C2)c1 (stereo not drawn),-1,55*
CCN1CCN(C2CCN(C(=O)c3ccc(C(F)(F)F)cc3)CC2)C1=O,0,-4
CN(CC(=O)N1CCCCCC1)S(=O)(=O)c1ccc(Br)s1,0,0
Cc1ccc(N2C(=O)CC(N3CCN(c4ccc(Cl)cc4)CC3)C2=O)c(C)c1 (stereo not drawn),1,21
O=C(Nc1cc(-c2ccccn2)no1)c1cccc(Br)c1,0,2
O=c1c(-c2cc(F)ccc2F)c(O)nc2n1CCCC2,-8,·
O=C(Nc1cccc(-c2nc3ccccc3o2)c1)c1cccc(Cl)c1Cl,-4,-10
O=C(CSc1nnc2c(n1)[nH]c1ccccc12)Nc1ccccc1F,-9,27
Cc1ccc(NC(=O)C2CCc3nc(N4CCN(C(=O)C(C)C)CC4)sc3C2)cc1 (stereo not drawn),-6,0
CCOc1ccc(C(=O)N2CCC(c3noc(-c4ccccc4C)n3)CC2)cc1OCC,-4,11
Cc1cccc(N2CC(C(=O)N3CCCCC3C)CC2=O)c1 (stereo not drawn),2,0
O=C(c1cc(=O)c2ccccc2o1)N(CCc1cccs1)Cc1cccnc1,-10,-7
Cc1nc(N=C(N)NC(=O)c2ccco2)nc2ccccc12,-2,6
CCOC(=O)c1cc(-c2ccnn2S(=O)(=O)c2cccc(C(F)(F)F)c2)on1,82*,·
Cc1ccccc1Oc1nccnc1N1CCCC(C(=O)NCc2cccc(Cl)c2)C1 (stereo not drawn),-5,-1
O=C(O)CCc1nc2ccccc2n(Cc2ccccc2F)c1=O,33,-5
O=C1C(=Cc2ccccc2Br)Oc2c1ccc1c2CN(Cc2cccnc2)CO1,-12,45
O=C(NCc1ccc(Cl)cc1)c1cc(N2CCSCC2)nc2ccccc12,1,-5
Cc1nnc(C)c2c(C)n(-c3ccc(Br)cc3)c(C)c12,-2,0
CCCCCCc1nn(-c2ccccc2)[n+](-c2ccccc2)n1,·,-6
CCN(Cc1ccccc1)C(=O)C1CCN(C/C(C)=C/c2ccccc2)CC1,8,10
CCOc1ccccc1NC(=O)c1ccc(N(Cc2ccc(C)cc2)S(C)(=O)=O)cc1,1,-2
C=CCNc1nc(N)c(C(=O)C23CC4CC(CC(C4)C2)C3)s1,·,-1
NC(=O)CSc1nc2c(sc3ccc([N+](=O)[O-])cc32)c(=O)n1Cc1ccccc1,-6,-3
CCCC(=O)N1CCc2cn(C)c3cccc(c23)C1,2,15
COc1ccc2nc(N3CCCC(C(=O)NC(C)C)C3)sc2c1 (stereo not drawn),-12,-2
O=C(NC1CCCC1)C1CC(=O)N(c2ccc3c(c2)CCN3C(=O)C2CC2)C1 (stereo not drawn),-2,-2
CCN1CCN(C(=O)c2cnn3c(-c4ccccc4Cl)ccnc23)CC1,1,-2
CC(c1ccncc1)N(CCN(C)C)C(=O)Nc1ccc(Cl)cc1 (stereo not drawn),-17,-7
CCCCC(=O)Nc1ccc(NC(=O)c2ccc(OC)c(Cl)c2)cc1OC,2,-2
O=C/C(=C/O)c1ccc2ccccc2n1,·,-1
COCCOCC1CCNCC1,-13,1
O=C(Nc1ccccc1)N1CCOC(COc2ccccc2)C1 (stereo not drawn),-1,-4
COc1ccc(Br)cc1C1=N/C(=C/c2cccc(Cl)c2)C(=O)O1,-1,4
CCOc1ccc(NC(=O)c2cc(S(=O)(=O)N3CCc4ccccc4C3)ccc2F)cc1,-4,-3
CN1CCN(C(=O)c2cnc(-c3ccccc3)nc2N(C)Cc2ccccc2)CC1,-8,68*
CC(=O)N1c2c(cc(Br)cc2S(=O)(=O)Nc2ccc(F)cc2Cl)CC1C (stereo not drawn),-8,49
CCOC(=O)N1CCC(NC=C(C#N)S(=O)(=O)C(C)C)CC1,-7,·
O=C1NC2(c3ccccc3)NC(=O)NC2(c2ccccc2)N1 (stereo not drawn),2,·
Cc1nc2c(C(=O)NCCC(C)C)cnn2c(C)c1Cc1ccc(F)cc1,-5,37
Cc1cccc(S(=O)(=O)NCc2nc3cccnc3n2C)c1,-8,2
Cc1cc(NC(=O)c2ccccc2)ccc1NC(=O)c1ccccc1,-5,2
COc1ccc(NC(=O)CN2N=NC3C(=O)N(c4ccc(C)cc4)C(=O)C32)cc1Cl (stereo not drawn),-12,28
COc1ccc(-c2nc3n(n2)C(c2ccc(Cl)cc2)C2=C(CC(C)(C)CC2=O)N3)cc1 (stereo not drawn),-1,7
O=S1(=O)C=CCN1Cc1cn(Cc2cccc(C(F)(F)F)c2)nn1,-5,-15
COc1ccc(CCC(=O)N2CCC(C(=O)Nc3nccs3)CC2)cc1,-5,-10
COc1ccc(C2=N/C(=C\c3ccc(OC)c(OC)c3)C(=O)O2)c(Cl)c1,0,-2
O=C(Cc1cccs1)NC1CCN(c2ncnc3c2CCC3)C1 (stereo not drawn),8,30
O=C(NC1CCN(c2ccccc2C(=O)N2CCCCC2)CC1)C1CC1,-3,9
CC(=O)Nc1cccc(Oc2ncnc3scc(-c4ccc(C)cc4)c23)c1,7,40
COc1ccc(C(O)=C2C(=O)C(=O)N(CCN3CCOCC3)C2c2ccccc2F)cc1OC (stereo not drawn),-2,5

Rows are unselected. Share with any hit: about 3.5%.
